Screens as filed in PubChem.
sEH activator – increases human soluble epoxide hydrolase activity | P34913 | purified human sEH enzymatic activity, activator screen | activation, % at 2 µM | 0.04% of 91,000 active; in the data active = activation above about 37%; note: values of inactives mirror those of a sister screen read the other way
Fibroblast inh – blocks proliferation of human lung fibroblasts; LL 47 human lung fibroblast viability, ATP luminescence; stronger effect = lower value; viability, % at 10 µM; 1.1% of 85,000 active; AID 719;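 active = viability at or below 50% in the single dose screen; inactive = viability above 50%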;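 note: compound exposure lasted 72 h before the ATP readout; 100% = median luminescence of untreated cell-only wells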
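Test system: LL 47 human lung fibroblasts; Quantity: 1,150 cells/well; Buffer or medium: IMEM plus 15% FBS; Dosing: tenfold compound dosing solution, DMSO at 0.1%; Timing: overnight cell rest, 72 h compound treatment at 37 °C; Detection: ATP-based CellTiter-Glo luminescent readout; Read-out basis: viability percentage against median untreated-cell control; Controls: cell-only wells, no compound.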
Calb biofilm kill – kills Candida albicans biofilms; inhibition, % at 6 µM; 0.14% of 85,000 active; C. albicans biofilm + clotrimazole, Alamar Blue; AID 834;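 active = inhibition above 20%; inactive = inhibition below 20%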;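 note: preformed 24 hr biofilms exposed to compound for 48 hr; 0% = biofilm without compound and 100% = blank killed by clotrimazole plus chlorhexidine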
ERb coact inh – blocks coactivator binding to human estrogen receptor beta. 1.3% of 86,000 active. Q92731. TR-FRET ER-beta LBD / SRC1-Cy5 peptide binding; receptor agonist-loaded with 1 µM estradiol. AID 633. inhibition, % at 25.6 µM;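 active = compounds whose percent inhibition of the receptor-coactivator binding signal exceeds about 50% in the single-dose screen, limit read from the data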;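 note: 0% = receptor plus peptide wells without compound and 100% = peptide-only wells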
Target sequence (Q92731 whole entry, looked up, the tested form may be a part): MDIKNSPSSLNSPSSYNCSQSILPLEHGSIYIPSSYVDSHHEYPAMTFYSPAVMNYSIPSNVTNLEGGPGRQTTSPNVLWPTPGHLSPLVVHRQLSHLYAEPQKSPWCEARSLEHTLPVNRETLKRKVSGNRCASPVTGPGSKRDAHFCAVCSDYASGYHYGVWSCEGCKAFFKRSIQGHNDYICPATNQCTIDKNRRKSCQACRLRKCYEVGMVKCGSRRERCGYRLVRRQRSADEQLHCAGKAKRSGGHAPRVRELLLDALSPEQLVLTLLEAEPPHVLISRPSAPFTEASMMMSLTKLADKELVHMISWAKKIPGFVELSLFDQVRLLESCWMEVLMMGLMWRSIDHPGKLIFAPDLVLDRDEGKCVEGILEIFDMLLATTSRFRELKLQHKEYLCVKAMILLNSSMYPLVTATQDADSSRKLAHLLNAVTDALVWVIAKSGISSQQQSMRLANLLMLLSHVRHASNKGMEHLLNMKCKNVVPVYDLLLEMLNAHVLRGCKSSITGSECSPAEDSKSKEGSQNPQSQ
H69AR growth 86K – growth inhibitors of human H69AR lung tumor cells | H69AR lung tumor viability, ATP luminescence, 72 h; stronger effect = lower value | 6% of 85,000 active | viability, % at 10 µM;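 active = viability at or below 40%; inactive = viability above 40%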;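 note: multidrug resistant small cell line overexpressing MRP-1 efflux transporter; 100% = mean luminescence of untreated control wells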
Smad3 FoxH1 inh – blocks human Smad3 binding to FoxH1 peptide; inhibition, % at 25 µM; TR-FRET Smad3/Dy647-FoxH1 peptide binding, europium anti-His; 0.29% of 88,000 active; P84022; AID 630;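 active = compounds that reduce the energy-transfer binding signal between the protein and its labelled peptide by more than half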;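 note: 0% = Smad3 plus labelled peptide maximal FRET and 100% = peptide-only background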
Target sequence (P84022 whole entry, looked up): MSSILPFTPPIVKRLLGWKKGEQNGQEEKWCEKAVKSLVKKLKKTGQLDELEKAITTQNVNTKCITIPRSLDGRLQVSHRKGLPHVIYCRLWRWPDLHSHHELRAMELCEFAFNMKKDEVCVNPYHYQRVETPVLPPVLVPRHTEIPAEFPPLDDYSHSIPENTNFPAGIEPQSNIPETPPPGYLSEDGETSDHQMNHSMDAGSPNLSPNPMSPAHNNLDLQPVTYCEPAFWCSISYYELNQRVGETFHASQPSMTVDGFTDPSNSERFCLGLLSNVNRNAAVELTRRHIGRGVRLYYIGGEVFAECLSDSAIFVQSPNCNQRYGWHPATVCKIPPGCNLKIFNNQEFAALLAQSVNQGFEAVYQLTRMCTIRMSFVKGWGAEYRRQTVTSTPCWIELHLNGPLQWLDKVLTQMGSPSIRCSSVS
ERa SRC1 inh – blocks coactivator binding to human estrogen receptor alpha. 1.7% of 86,000 active. inhibition, % at 25.6 µM. P03372. TR-FRET ER-alpha LBD / SRC-1 peptide, estradiol-bound; in the data active = inhibition above about 50%;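 note: 0% = receptor plus peptide control and 100% = peptide only without receptor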
ERa coact pot – enhances coactivator binding to human estrogen receptor alpha; 1.3% of 86,000 active; TR-FRET ERalpha-LBD/SRC-Cy5 coactivator binding, 2 h; 100 = basal binding, no effect; P03372; coactivator binding (% of control), % at 25.6 µM; in the data active = activity above about 200%;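 note: binding measured in presence of low estradiol as agonist stimulus; 0% = peptide alone without receptor and 100% = receptor with peptide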
HUVEC inhibit – human endothelial cell proliferation inhibition; HUVEC proliferation, CellTiter-Glo luminescence, 72 h; stronger effect = lower value; viability, % at 10 µM (by protocol); 1.1% of 86,000 active; AID 648;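 active = viability at or below 30%; inactive = viability above 30%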;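 note: 100% = median luminescence of DMSO-only cell control wells on each plate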
Active calls of the source: *; x = not tested or not shown; [ ] = another dose, or the depositor's remark.

SMILES | sEH activator | Fibroblast inh | Calb biofilm kill | ERb coact inh | H69AR growth 86K | Smad3 FoxH1 inh | ERa SRC1 inh | ERa coact pot | HUVEC inhibit
COc1ccccc1N1C(=O)CC(Sc2ncccc2C(=O)O)C1=O (stereo not drawn) | -5 | 95 | -4 | -2 | 100 | -4 | 2 | 115 | 110
CCC(C)(C)NC(=O)C(c1ccc(OC)cc1)N(Cc1ccco1)C(=O)CCC(=O)Nc1cc(C)on1 (stereo not drawn) | -8 | 96 | -2 | -2[fluorescence artefact?] | 81 | -10 | 2 | 105 | 95
CCn1ncc(C2=NOC(C(=O)Nc3c(C)n(C)n(-c4ccccc4)c3=O)C2)c1C (stereo not drawn) | 17 | 101 | -14 | -1 | 98 | -3 | -2 | 118 | 49
COc1ccc(-c2[nH]c(-c3ccccc3)nc2SCC(=O)NCc2ccco2)cc1OC | -5 | 91 | 7 | 14 | 76 | 10 | 5 | 88 | 86
Cc1ccc(CCN2CC(C(=O)NCCCN3CCOCC3)CC2=O)cc1 (stereo not drawn) | x | 101 | 1 | 4 | 92 | 2 | 2[fluorescence artefact?] | 112[fluorescence artefact?] | 92
CCOc1ccccc1C(=O)N1CCC(n2nnc3cc(C)ccc32)CC1 | -4 | 101 | 4 | -5 | 89 | 9 | -1 | 120 | 101
CCN(C(=O)CCc1nc(-c2ccc(OC)cc2)no1)c1cc(OC)ccc1OC | 12 | 104 | 10 | -4 | 83 | 4 | -7 | 91 | 100
Cc1c(C(O)CN2CCN(Cc3ccc4c(c3)OCO4)CC2)c2ccccc2n1C (stereo not drawn) | 16 | 91 | 9 | -6[fluorescence artefact?] | 76 | 3[fluorescence artefact?] | -8 | 75 | 82
COc1cc(-c2nc(S(=O)(=O)c3ccc(Cl)cc3)c(N3CCOCC3)o2)cc(OC)c1OC | 20 | 96 | -3 | -3 | 71 | 10[fluorescence artefact?] | -4 | 99 | 95
COc1ccc2nc(NC(=O)C3CCN(S(=O)(=O)c4cnc[nH]4)CC3)sc2c1 | x | 110 | -2 | 4 | 85 | 0 | 3[fluorescence artefact?] | 108 | 88
CCCC(C(=O)NC1CCCC1)N(CCCN1CCOCC1)C(=O)c1snc(C(N)=O)c1N (stereo not drawn) | 7 | 91 | 8 | -7 | 87 | -13 | -6 | 113 | 100
O=C(CC1(O)C(=O)Nc2ccccc21)c1ccc2c(c1)OCO2 (stereo not drawn) | -8 | 104 | 3 | -4 | 85 | 4 | -2 | 137 | 111
CCC(=O)N1CCc2cc(S(=O)(=O)NC(C(=O)NCc3ccc(C)cc3)C(C)C)ccc21 (stereo not drawn) | x | 93 | 10 | 19 | 66 | 3 | 16 | 118[fluorescence artefact?] | 67
O=C(NCc1ccc(Cl)cc1)C1CCCN(S(=O)(=O)c2cnc[nH]2)C1 (stereo not drawn) | -20 | 101 | 4 | -12[fluorescence artefact?] | 93 | 6 | -2 | 126 | 99
CN(C)CCNC(=O)c1ccc(Cl)s1 | 21 | 99 | 3 | 2 | x | -1 | -5 | 102 | 86
COc1ccc(N2Cc3cccc(C(=O)O)c3C2=O)cc1 | 6 | 99 | 12 | 65* | 99 | 8 | 64* | 36[fluorescence artefact?] | 95
OCC1CCCN(C(=S)NCCc2ccccc2)C1 (stereo not drawn) | 16 | 102 | 5 | -4 | 93 | 11[fluorescence artefact?] | -5 | 102 | 102
Cc1ccc(-c2nnn(CC(=O)N(CC3CCCO3)C(C(=O)NCC3CCCO3)c3ccc(F)cc3)n2)o1 (stereo not drawn) | 6 | 104 | 3 | -2 | 99 | 0 | -4 | 98 | 114
CCOC(=O)N1CCN(C(=O)C2CCN(C(=O)c3cc4sccc4n3CC)CC2)CC1 | x | 96 | 3 | -4 | 88 | 6 | -4 | 85 | 107
CC(C)(C)N=C1NC(=NC(C)(C)C)c2ccccc21 | -2 | 85 | x | -9 | 67 | 2 | 7 | 101 | 88
COC(=O)C1CC(c2c(OC)cc(OC)cc2OC)=NO1 (stereo not drawn) | 6 | 95 | 8 | -27[fluorescence artefact?] | 99 | 11 | -27 | 108 | 90
CC1CCc2cc(F)ccc2N1C(=O)CN1C(=O)c2ccccc2C1=O (stereo not drawn) | 4 | 95 | 4 | 2 | 93 | 9 | -4 | 109[fluorescence artefact?] | 97
Cc1cc(C)c2c(=O)n(-c3ccccc3)[nH]c2n1 | x | 109 | -4 | -9 | 86 | -8 | 8 | 127 | 92
CC(C)(C)c1cc(CNC2CS(=O)(=O)C[C@@H]2O)cc(C(C)(C)C)c1O (stereo partly drawn) | 13 | 99 | 4 | 4 | 82 | -5 | -3 | 93 | 98
CCOC(=O)c1cc2ccc(OC)cc2oc1=O | -10 | 101 | -1 | -10 | 107 | -11 | 18 | 100[fluorescence artefact?] | 105
Cc1ccc(C23CC4CC(CC(NC(=O)NC(C)(C)CO)(C4)C2)C3)cc1 | -12 | 98 | 2 | 2 | 70 | -1 | 4 | 108 | 103
COC(=O)/C(=C\Nc1ccc(Cl)cc1Cl)NC(=O)c1ccccc1 | 12 | 85 | -5 | 1 | 70 | 0 | 4 | 100[fluorescence artefact?] | 51
CCCC(c1nnnn1C1CCCCC1)N1CCN(c2ncccn2)CC1 (stereo not drawn) | x | 93 | 12 | 35[fluorescence artefact?] | 93 | -8 | 9 | 90 | 92
O=C(Nc1cc(C(F)(F)F)ccc1N1CCOCC1)c1cccs1 | -3 | 98 | 11 | 2 | 88 | -16 | 4[fluorescence artefact?] | 92 | 106
CC1(C)CC(=O)C2=C(C1)OC(c1cccs1)C(C#N)=C2N (stereo not drawn) | x | 91 | 5 | 7[fluorescence artefact?] | 108 | 6 | 2[fluorescence artefact?] | 108 | 86
N#CCSc1nnc(-c2ccccc2O)n1CCc1ccccc1 | x | 95 | 1 | 19[fluorescence artefact?] | 98 | -5 | 7[fluorescence artefact?] | 82 | 101
Cc1cccc(C(=O)NCCc2csc(C)n2)c1 | 0 | 108 | 6 | 5 | 99 | 10 | -24[fluorescence artefact?] | 97 | 94
CCCn1c(C)cc(/C=C(\C#N)C(=O)OCC(=O)NC(=O)NCC)c1C | 15 | 105 | 10 | 11 | 100 | 4 | 5 | 90 | 105
Clc1ccc(Cl)c2sc(N3CCCC3)nc12 | x | 97 | 7 | 12 | 94 | 2 | 13 | 98 | 97
c1ccc2c(c1)C(=NC1CCCCC1)NC2=NC1CCCCC1 | -2 | 41* | 2 | -5[fluorescence artefact?] | 16* | -4 | 30[fluorescence artefact?] | 78 | 27*
Cc1ccc2cc(CN(CC3CCCO3)C(=O)NC3CCCCC3)c(=O)[nH]c2c1C (stereo not drawn) | x | 82 | 4 | 0 | 28* | -7 | -4 | 131 | 83
CCOc1ccccc1N1CC(C(=O)N2CCc3ccccc3C2)CC1=O (stereo not drawn) | 10 | 103 | 4 | 17 | 83 | 12 | -5 | 101 | 97
O=C(C1CCCN(S(=O)(=O)c2ccccc2)C1)N1CCCc2ccccc21 (stereo not drawn) | 14 | 94 | 8 | -12 | 84 | 2 | -10 | 129 | 76
O=C1c2[nH]nc(-c3ccccc3O)c2C(c2ccccc2)N1Cc1ccco1 (stereo not drawn) | -5 | 91 | 0 | 8 | x | -2 | 11 | 75 | 91
CC(C)(C)c1nnc2sc(SCC(=O)N3CCCc4ccccc43)nn2c1=O | -13 | 78 | 9 | 2 | 17* | 9 | -4 | 116 | 68

Complete entries from above.
Clc1ccc(Cl)c2sc(N3CCCC3)nc12 reads sEH activator: x; Fibroblast inh: 97; Calb biofilm kill: 7; ERb coact inh: 12; H69AR growth 86K: 94; Smad3 FoxH1 inh: 2; ERa SRC1 inh: 13; ERa coact pot: 98; HUVEC inhibit: 97
CCOc1ccccc1N1CC(C(=O)N2CCc3ccccc3C2)CC1=O (stereo not drawn) reads sEH activator: 10; Fibroblast inh: 103; Calb biofilm kill: 4; ERb coact inh: 17; H69AR growth 86K: 83; Smad3 FoxH1 inh: 12; ERa SRC1 inh: -5; ERa coact pot: 101; HUVEC inhibit: 97

Going on with the list:
SMILES | sEH activator | Fibroblast inh | Calb biofilm kill | ERb coact inh | H69AR growth 86K | Smad3 FoxH1 inh | ERa SRC1 inh | ERa coact pot | HUVEC inhibit
COc1ccc2c(c1)c(=O)cc(-c1ccccc1)n2C | -3 | 106 | 9 | -14 | 55 | -3 | -3 | 115 | 83
Cc1ccc2c(c1)N(CC(=O)N1CCN(c3nc4ccccc4s3)CC1)C(=O)C(C)O2 (stereo not drawn) | -3 | 99 | 1 | -7 | 52 | 0 | 7 | 117 | 108
CCc1nc2cc(Cl)c(Cl)cc2[nH]1 | 5 | 104 | 0 | -6 | 100 | -16 | -1 | 80 | 97
CC(C)NC(=O)c1ccc2c(=O)n(C3CCCC3)c(=S)[nH]c2c1 | 2 | 101 | 1 | 20[fluorescence artefact?] | 100 | 4 | 16[fluorescence artefact?] | 130 | 94
CC(=O)c1cc2c(cc1NC(=O)CN1CCCCCC1)OCO2 | -6 | 94 | 1 | -16 | 80 | 13 | -1 | 92 | 100
CCCOC(=O)Nc1ccc(C(N)=O)cc1 | -4 | 101 | x | 5 | 92 | -6 | 2 | 118 | 100
CCOC(=O)c1[nH]c2ccc(Cl)cc2c1NC(=O)c1nonc1C | 4 | 97 | 9 | 10 | 68 | -17 | 14 | 221*[fluorescence artefact?] | 90
O=C(CSCCO)Nc1cccc(C(F)(F)F)c1 | 10 | 92 | 4 | 2 | 93 | 5 | 0 | 70 | 89
COc1ccc(COCC(O)CN2CCOCC2)cc1OC (stereo not drawn) | 16 | 97 | -1 | -2[fluorescence artefact?] | 100 | -17 | 4 | 115 | 104
Cc1ccc(-c2nnn(CC(=O)Nc3ccc(S(=O)(=O)N4CCC(C)CC4)cc3)n2)cc1 | -20 | 68 | 2 | 22[fluorescence artefact?] | 21* | 7 | 44[fluorescence artefact?] | 107 | 66
COc1cccc(-c2nnc(N(C)C(=O)C3CCOC3)s2)c1 (stereo not drawn) | x | 107 | 3 | -7 | 94 | 4 | -6 | 112 | 98
Cc1cc(C(=O)CSc2n[nH]c(N)n2)c(C)n1C1CC1 | 12 | 97 | 5 | -6[fluorescence artefact?] | 91 | 7 | 6 | 114 | 85
CSc1nc2[nH]c3c(c2c2nnnn12)CCCC3 | x | 92 | 9 | 1 | 84 | 19[fluorescence artefact?] | 11 | 112 | 95
Cc1noc(C)c1S(=O)(=O)N(CC(=O)O)c1ccc2c(c1)OCO2 | -3 | 106 | 6 | 54* | 97 | -1 | 41[fluorescence artefact?] | 60[fluorescence artefact?] | 87
CN(C)S(=O)(=O)c1cccc(C(=O)Nc2cccnc2)c1 | 3 | 106 | 8 | -6 | 90 | 1 | -4 | 109 | 94
COc1ccc(NCc2nnc(SCC(=O)N3CCCc4ccccc43)n2C)cc1 | x | 91 | 1 | 6 | 89 | 4 | -5 | 94 | 94
COc1ccc(/C=N/n2cncn2)cc1CSc1ccccn1 | 6 | 97 | 8 | -11 | 83 | 10 | -4 | 112 | 98
CCOC(=O)CNC(=O)CSc1ncnc2c1nnn2-c1ccc(F)cc1 | -1 | 92 | 6 | 0 | 96 | -6 | -6 | 92 | 91
O=C(CCSCCC(=O)NCCN1CCOCC1)NCCN1CCOCC1 | 16 | 114 | 2 | -7[fluorescence artefact?] | 102 | 3 | -4[fluorescence artefact?] | 120 | 98
CN(C)S(=O)(=O)N1CCc2ccccc2C1 | 8 | 96 | 9 | -10[fluorescence artefact?] | 101 | -2 | -4 | 124 | 103
CCOC(=O)c1ccc(NC(=O)Cn2nnc3ccccc32)cc1 | x | 93 | 5 | -3 | 89 | 2 | -5 | 128 | 92

Only part of the results is shown (hit frequency here may not be typical).
